LDHA inh – qHTS assay for inhibitors of human lactate dehydrogenase; L-lactate dehydrogenase A chain (Homo sapiens), P00338; AID 1347041, 2019; activity change, % (values are at about 110 or 230 µM); 480,000 tested, 0.15% active; purified LDHA, NADH/diaphorase-resazurin fluorescence; active compounds read low; in the data active means activity change below about -30%;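 further: plate controls were DMSO wells for no effect and wells without enzyme for full effect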
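Human LDH5 (2 nM) was incubated with 0.06 mM NADH and 0.2 mM pyruvate for 5 min at room temperature in Tris pH 7.4. Remaining NADH was coupled through diaphorase/resazurin, and resorufin fluorescence was read at 0 and 20 min.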
An asterisk follows results filed as active; & = joins results of further samples. Only part of the results is shown. The share of hits here may be higher or lower than overall.

SMILES	LDHA inh
C=CCSc1nc2c(c(=O)n(C)c(=O)n2C)n1Cc1ccc(Cl)cc1	-14.7
O=C(NCCc1cccc(Cl)c1)C1CCOCC1	0.1
CC(C)NC(=O)Nc1ccc(CN)cc1	11.1
CCCCCCCCCC(=O)NN=C1CCCCCCCCCCC1	-7.4
CC(CCc1ccccc1)NC(=O)c1ccc2c(c1)N(Cc1ccccc1)C(=O)CS2=O (centres undefined)	-3.0
N#Cc1cccc(OCC(=O)Nc2ccccc2C(=O)c2ccccc2)c1	-2.2
NS(=O)(=O)c1ccc(NNC(=O)/C=C/c2cccs2)c([N+](=O)[O-])c1	0.4
CCOC(=O)Cc1csc(NC(=O)c2[nH]c3c(c2C)C(=O)CCC3)n1	11.2
O=C1/C(=C/c2ccc(S(=O)(=O)O)cc2S(=O)(=O)O)CCc2ccccc21	-4.0
CC(C)c1cccc(N/C=C/C(=O)c2ccc(Br)cc2)c1	4.0
Cc1cc(C)c2c(CCCC(=O)O)c(-c3ccccn3)[nH]c2c1	-10.4
CCCn1nc(C(=O)OCc2nc(-c3ccccc3)no2)c2ccccc2c1=O	-4.9
COc1cc(CNC(=O)Cc2ccc(OC)c(OC)c2)ccn1	-3.2
Cn1c(=O)c2c(ncn2CCC(=O)Nc2ccccc2)n(C)c1=O	0.9
CCOC(=O)Cn1c(=O)c2c3c(sc2n(CCN2CCCC2)c1=O)CC(C)CC3 (centres undefined)	-8.3
CCCCCCn1cc(CN2CC(N(C)C)CS2(=O)=O)nn1 (centres undefined)	-1.9
CCCc1c(C)nc2ccccc2c1SCCC(=O)O	2.7
CN(CC(=O)Nc1cc(C(F)(F)F)cc(C(F)(F)F)c1)C1CCCCC1	-23.0
CCOC(=O)c1cccc(NS(=O)(=O)c2cc(-c3nn(C)c(=O)c4c3CCCC4)ccc2CC)c1	15.3
COc1cccc(C(=O)Nc2cccc3ccc(C)nc23)c1	7.3
Cc1nc2ccccc2c(Cl)c1C/C=C/Cl	3.1
Cc1c(NC(=O)c2ccco2)cccc1C(=O)O	1.4
CCOc1ccc(C(=O)N(Cc2cccc(Cl)c2)c2ccccn2)cc1	0.8
C=C(C)CN1CCN(c2nc3c(c(=O)[nH]c(=O)n3C)n2Cc2ccc(F)cc2)CC1	-2.4
COc1ccc(/C=C/C(=O)c2ccc(C#N)cc2)cc1F	-0.1
BrCC1CCCNC1 (centres undefined)	6.0
COc1ccc(-c2csc(/C(C#N)=C\c3ccccc3C(F)(F)F)n2)cc1	11.7
O=C(NCc1cccnc1)c1ccc2nccnc2c1	-2.4
COc1ccc(OC)c(S(=O)(=O)N2CCN(c3cc(N4CCCC4)nc(C)n3)CC2)c1	2.8
O=C1c2ccccc2NC(c2cnc3ccccc3n2)N1c1ccccc1 (centres undefined)	-0.9

In the list so far, these contain four or more nitrogen atoms.
SMILES	LDHA inh
C=CCSc1nc2c(c(=O)n(C)c(=O)n2C)n1Cc1ccc(Cl)cc1	-14.7
NS(=O)(=O)c1ccc(NNC(=O)/C=C/c2cccs2)c([N+](=O)[O-])c1	0.4
CCCn1nc(C(=O)OCc2nc(-c3ccccc3)no2)c2ccccc2c1=O	-4.9
Cn1c(=O)c2c(ncn2CCC(=O)Nc2ccccc2)n(C)c1=O	0.9
CCCCCCn1cc(CN2CC(N(C)C)CS2(=O)=O)nn1 (centres undefined)	-1.9
C=C(C)CN1CCN(c2nc3c(c(=O)[nH]c(=O)n3C)n2Cc2ccc(F)cc2)CC1	-2.4
O=C(NCc1cccnc1)c1ccc2nccnc2c1	-2.4
COc1ccc(OC)c(S(=O)(=O)N2CCN(c3cc(N4CCCC4)nc(C)n3)CC2)c1	2.8
O=C1c2ccccc2NC(c2cnc3ccccc3n2)N1c1ccccc1 (centres undefined)	-0.9

Following part
SMILES	LDHA inh
CCCc1nc(SC)ncc1C(=O)NCc1ccc(C)cc1	0.5
CCN(CC)S(=O)(=O)c1ccc(Oc2ccc3c(C)cc(=O)oc3c2)c([N+](=O)[O-])c1	-15.5
COC(=O)c1ccccc1SCC(=O)C12CC3CC(CC(C3)C1)C2	10.9
N#C/C(=C\c1c2ccccc2cc2ccccc12)C(=O)NCCc1ccccc1	3.8
C[C@@H]1O[C@H](C2CCCCC2)Cc2[nH][nH]c(=O)c21	-2.5
CCCc1nc2ccccc2n1CC(O)c1ccc(F)cc1 (centres undefined)	3.6
COC(=O)C1=C(C)N(C)C(C)=C(C(=O)OC)C1c1cccs1	3.6
CC(=O)c1ccc(C(=O)N(CCc2ccccc2)Cc2ccc(C)s2)s1	7.7
O=C(Nc1ccc(-c2nccs2)cc1)C1CCCN1C(=O)c1cccs1 (centres undefined)	3.4
N#Cc1cc(Br)ccc1OCc1ccccc1Cl	-4.3
CC(N)(C(=O)O)c1ccc(C(F)(F)F)cc1 (centres undefined)	-1.0
COc1cccc(C(=O)Nc2c(C(=O)N3CCN(Cc4ccccc4)CC3)oc3ccccc23)c1	-4.4
CCc1c(C(=O)Nc2cccc(OC)c2)cnn1-c1ccc(OC)nn1	0.6
CCC(=O)NC(C)c1cccs1 (centres undefined)	-3.9
CCCOc1c(C(=O)OC)sc2ccc(NC(=O)c3ccccc3)cc12	2.7
c1ccc(SC23CCCCN(CCC2)[C@]32CO2)cc1 (some centres undefined)	3.3
N#Cc1ccccc1NC(=O)COC(=O)c1ccc2c(c1)NC(=O)CS2	7.3
C=CCC(C(=O)c1ccccc1)C(=O)c1ccccc1	6.9
O=C(NN1CCOCC1)c1ccn(COc2ccc(F)c(Cl)c2)n1	1.6
C/C(=N/NC(N)=S)C1=CC(C)(C)CCC1	-13.5

Fetched one by one from the entries so far:
SMILES	LDHA inh
CCOC(=O)Cc1csc(NC(=O)c2[nH]c3c(c2C)C(=O)CCC3)n1	11.2
CCCCCCn1cc(CN2CC(N(C)C)CS2(=O)=O)nn1 (centres undefined)	-1.9

(list continues)
SMILES	LDHA inh
CCOC(=O)/C(C#N)=C/c1ccc(OC)c(COCC(F)(F)C(F)F)c1	1.9
COc1ccc2ncnc(NCC3CCCO3)c2c1-c1ccc2c(c1)OCO2 (centres undefined)	1.3
CC(OC(=O)c1cccc(S(=O)(=O)N(C)C)c1)C(=O)c1ccccc1 (centres undefined)	3.0
Cc1ccc(-c2nn(Cc3ccccc3)cc2C(=O)N2CCN(CCO)CC2)cc1C	7.3
CC(C)(C)CC(=O)NC(c1ccccc1)c1ccccc1	-9.0
CC(=O)c1ccc(NC(=O)[C@@]2(CC(=O)O)CC(c3ccc(F)cc3)=NO2)cc1	7.3
COc1ccc(/C=C/C(=O)c2ccc(C#N)cc2)cc1Br	1.2
O=C(Nc1ccc2nc(SCc3ccc(Br)cc3)sc2c1)C1CCCCC1	-0.5
COC(=O)C1C(=O)CC(C)(O)C(C(=O)OC)C1c1ccc(Cl)cc1 (centres undefined)	6.0
O=C(NC1CCN(Cc2ccc(Cl)cc2)CC1)c1ccc2nc(Cl)ccc2c1	2.3
COc1ccccc1NC1(c2nnnn2-c2ccccc2)CCCCC1	-0.1
O=C1/C(=C/c2ccccc2Cl)C(c2ccccc2)Oc2ccccc21 (centres undefined)	4.1
Cc1cc(C(=O)Cn2c(Cl)nc3c2c(=O)n(C)c(=O)n3C)c(C)n1CC(F)(F)F	0.3
Cc1ccc(-c2cc(=O)c3cc(NC(=O)c4ccccc4F)ccc3o2)cc1	-20.2
CCC(C)c1ccc2oc(-c3ccc(N)cc3)nc2c1 (centres undefined)	0.4
O=C(Cc1c(F)cccc1Cl)OCC(=O)C12CC3CC(CC(C3)C1)C2	8.2
COc1cccc(OC)c1C(=O)Nc1cc(C)c(O)c(-c2nc3ccccc3o2)c1	-5.7
O=C(NCC(F)(F)F)C1C(=O)Nc2ccccc2C(=O)N1C1CCCC1 (centres undefined)	-1.1
CCOC(=O)c1ccc2ncc(C(=O)OCC)c(NCCCOC(=O)c3ccccc3)c2c1	0.4
N#Cc1nc(-c2ccc(S(=O)(=O)N3CCOCC3)cc2)oc1N1CCCCCC1	7.3
CCn1nc(C(=O)Nc2cccc3ncccc23)c2ccccc2c1=O	18.6
O=C(Cc1csc(-c2cccs2)n1)Oc1ccc2cc(Br)ccc2c1	17.6
O=C(NCc1cccs1)C1C(=O)Nc2ccccc2C(=O)N1Cc1ccccc1 (centres undefined)	1.1
Cc1nnc(SCC(=O)c2ccc(F)c(F)c2)n1Cc1ccccc1	10.4
CCN(CCO)C(=S)Nc1cccc(C)c1	-1.7
Cc1cc(C(=O)N2CCN(S(=O)(=O)c3ccccc3)CC2)c(C)n1C(C)C	-0.3
Cc1cc(CS(=O)(=O)Cc2ccccc2Cl)on1	-1.7
C=C(C)COc1ccc2c(C)c(CCC(=O)NC3CCS(=O)(=O)C3)c(=O)oc2c1 (centres undefined)	8.1
Cc1ccc(NC(=O)CSc2nc(-c3ccccc3)cc(=O)[nH]2)cc1Cl	-12.4
CCOC(=O)N1CCN(Cc2nc3c(c(=O)[nH]c(=O)n3C)n2CCOC)CC1	-0.5
CCn1ccc2cc(S(=O)(=O)N3CCC(C(=O)NCCN4CCCCC4)CC3)ccc21	-2.6
CC(=O)c1c(C)[nH]c(C(=O)C(C)OC(=O)c2cc(F)cc(F)c2)c1C (centres undefined)	3.8
CCOC(=O)C(=O)CC(=O)c1ccc(Cl)c(Cl)c1	10.8
O=C(NCc1cnn(-c2ccccc2)c1)C1CCN(S(=O)(=O)c2ccccc2C(F)(F)F)CC1	1.0
Cn1cnc2c1c(=O)n(CC(=O)Nc1ccc3c(c1)OC1(CCCC1)O3)c(=O)n2C	10.7
CCONC(=O)NC(c1ccc(OC)cc1)C(C)C (centres undefined)	-4.7
CCN(CC)c1nc2c(c(=O)n(C)c(=O)n2C)n1CC(=O)c1ccc(Br)cc1	1.1
COCCN1C(=O)C(=O)/C(=C(/O)c2ccc(OC)c(C)c2)C1c1ccc(Cl)c(Cl)c1 (centres undefined)	-0.1
O=C(NCC1CCCO1)Nc1c(NC2CCCCC2)c2ccccc2oc1=O (centres undefined)	1.0
COc1ccc(-c2ocnc2C(=O)Nc2cc(Cl)c(OC)cc2OC)cc1	-5.6
O=C(c1cccc2[nH]ccc12)N1CCN(S(=O)(=O)c2cccc3nonc23)CC1	-9.1
CCOc1ccc(Oc2ccc(Cl)cc2NC(=O)Cn2cnc3c2c(=O)n(C)c(=O)n3C)cc1	-6.1
CCc1ccc(-c2cc(C(=O)O)c3ccc(C)c(C)c3n2)cc1	5.3
O=C1CCN(C(=O)/C=C/c2cc(Br)ccc2F)CC1	1.0
CCc1ccc(C(=O)Oc2ccc3ccccc3c2)cc1	-7.2
CCCCn1c(N2CCN(Cc3c(F)cccc3Cl)CC2)nc2c1c(=O)[nH]c(=O)n2C	3.0
CSc1ccc(C(C)NC(=O)C2CC2)cc1 (centres undefined)	-5.4
O=C(Nc1nc(C23CC4CC(CC(C4)C2)C3)cs1)C(c1ccccc1)c1ccccc1	-23.1
c1ccc(-c2nnn(Cc3csc(-c4ccccc4)n3)n2)cc1	-10.8
CC(=O)Nc1ccc(NC(=O)CCc2ncc(-c3ccccc3Cl)o2)cc1	-0.2

The listing continues:
SMILES	LDHA inh
CN(C(=O)c1cccc(Cl)c1)c1nc2ccccc2o1	0.6
CCN(CC)CCNC(=O)c1nc2c3c4c(sc3nc(C)n2n1)CCC4	17.6
CC1(C)C2CC=C(/C=N/NC(=S)NC3CCCCC3)C1C2 (centres undefined)	0.9
C/C(=N\NC(N)=S)c1cc(C(C)(C)C)cc2c1CCC2(C)C	-1.0&-22.4
Cc1cc(C(=O)OC(C)C(=O)C23CC4CC(CC(C4)C2)C3)c(C)o1 (centres undefined)	0.2
C=CCOc1cccc(NC(=O)c2ccccc2C)c1	2.5
O=C(O)CCCC(=O)N1CCC(Cc2ccccc2)CC1	-0.5
O=C(C[n+]1cccc(C(=O)Nc2ccccc2)c1)c1ccccc1	4.5
O=C(Cc1csc(-c2ccsc2)n1)Nc1ccnn1Cc1ccccc1Br	-1.0
COCCn1cnc2c1c(=O)n(CC(=O)OCc1cc(C)cc(C)c1)c(=O)n2Cc1ccccc1	-11.7
O=C(c1cc2ccccc2[nH]1)N1CCN(S(=O)(=O)c2cccs2)CC1	-4.3
COCCn1cnnc1SCc1nc2cc(Cl)ccc2n1Cc1ccccc1	1.6
CN(C(=O)CSc1nnc(-c2ccccc2)o1)C1(c2ccccc2Cl)CCCCC1=O (centres undefined)	1.1
CN(Cc1cccs1)C(=O)CSc1nc2ccsc2c(=O)n1C	9.8
COc1ccc2c(c1)c(C(C(=O)O)N1CCN(CCC#N)CC1)cn2CC(=O)O (centres undefined)	-2.2
Cc1ccc(OCc2nc(-c3ccccc3OCC(=O)N3CCCCCC3)no2)cc1	4.2
Cc1ccc(-c2noc(COC(=O)Cc3n[nH]c(=O)c4ccccc34)n2)cc1	2.9
CC(OC(=O)c1ccc(OCC(N)=O)cc1)C(=O)c1ccc2c(c1)CCC2 (centres undefined)	-3.1
CC(C)c1noc(CCC(=O)Nc2ccccn2)n1	-3.9
O=C(c1cc(C2CC2)nc2ccccc12)N1CCC(C(=O)N2CCCCCC2)CC1	-0.3
COc1cccc(C(=O)CC(CC(=O)c2cccc(OC)c2)c2ccccc2C(=O)O)c1	10.1
CC1CC(NC(=O)CCCC(=O)O)CC(C)(C)C1 (centres undefined)	2.7
Nc1nccnc1C(=O)NCc1ccc(F)cc1	3.0
Cn1c(COc2ccccc2Cl)nnc1SC1CCCCCC1=O (centres undefined)	-6.5
COC(=O)Cn1c(Br)nc2c1c(=O)[nH]c(=O)n2C	-12.2
NC(N)=NC(N)=Nc1ccccc1Br	0.9
C=C(C)Cn1c(SCC(=O)c2ccccc2)nc2c1c(=O)[nH]c(=O)n2C	-21.5
Cc1nc(Cc2nn3c(-c4ccc(F)cc4)nnc3s2)cs1	-4.6
O=C(O)CC1C(=O)NCCN1Cc1ccccc1Cl (centres undefined)	-0.8
Cc1ccc(CN(C)C(=O)CN2CCN(c3ccc([N+](=O)[O-])c4cnccc34)CC2)c(C)c1	22.1
Cc1cccc(C)c1NC(=O)C1(C)CSCC(=O)N1CC(F)(F)F (centres undefined)	-9.0

Source: PubChem BioAssay (National Center for Advancing Translational Sciences (NCATS))
